ZTA DNA inh = blocks Epstein-Barr virus ZTA, an EBNA-1 counter-screen; ZTA-DNA binding, fluorescence polarization; inhibition, % at 11 µM; 0.15% of 320,000 active; in the data active = inhibition above about 33%
PAFAH1B3 FP inh = PAFAH1B3 enzyme inhibitors, primary screen, biochemical, fluorescence polarization, human | Platelet-activating factor acetylhydrolase IB subunit alpha1 (Homo sapiens), Q15102 | recombinant PAFAH1B3, FP-rhodamine probe | inhibition, % at 3.39 µM | 0.28% of 340,000 active | AID 492972, 2010;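 active = inhibition above the screen-wide average of all tested compounds plus 3 SD, cut at about 25% in these data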;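 note: 0% = enzyme with DMSO only and 100% = wells lacking PAFAH1B3 protein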
Target sequence (Q15102 whole entry, looked up): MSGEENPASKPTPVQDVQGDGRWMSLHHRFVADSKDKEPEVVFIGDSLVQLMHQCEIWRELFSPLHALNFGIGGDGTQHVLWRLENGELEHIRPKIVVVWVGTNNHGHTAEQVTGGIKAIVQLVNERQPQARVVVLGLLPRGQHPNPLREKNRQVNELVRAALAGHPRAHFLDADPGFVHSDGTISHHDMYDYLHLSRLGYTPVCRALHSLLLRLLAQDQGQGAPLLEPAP
LYPLA2 inh = LYPLA2 inhibitors, primary screen, counter-screen for PME1 inhibitor project, biochemical, fluorescence polarization, FP-Rh probe ABPP; Acyl-protein thioesterase 2 (Homo sapiens), O95372; 0.38% of 320,000 active; recombinant LYPLA2; inhibition, % at 5.9 µM;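 active = inhibition above the screen-wide mean plus 3 SD, limit set per campaign, cut at about 26% in these data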;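 note: 0% = LYPLA2 with DMSO and 100% = wells lacking LYPLA2 enzyme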
Target sequence (O95372 whole entry, looked up): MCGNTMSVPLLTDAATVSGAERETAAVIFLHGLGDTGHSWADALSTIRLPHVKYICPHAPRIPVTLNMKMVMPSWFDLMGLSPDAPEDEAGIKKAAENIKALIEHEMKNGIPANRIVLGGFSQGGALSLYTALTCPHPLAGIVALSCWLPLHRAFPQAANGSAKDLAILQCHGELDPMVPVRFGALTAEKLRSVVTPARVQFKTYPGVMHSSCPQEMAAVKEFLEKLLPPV
EBNA-1 inhibitor = EBNA-1 DNA-binding inhibitors, primary screen, biochemical, fluorescence polarization. inhibition, % at 14.8 µM. 0.34% of 300,000 active. AID 1950, 2009; in the data active = inhibition above about 28%
PAFAH2 FP inh = PAFAH2 enzyme inhibitors, primary screen, biochemical, fluorescence polarization, human. Platelet-activating factor acetylhydrolase 2, cytoplasmic (Homo sapiens), Q99487. recombinant PAFAH2, FP-rhodamine activity probe. inhibition, % at 3.39 µM. 0.99% of 340,000 active. AID 492956, 2010;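 active = inhibition above the mean over all tested compounds plus 3 SD, cut at about 30% in these data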;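 note: inhibitors block probe labeling of enzyme so polarization drops; 0% = enzyme with DMSO and 100% = wells lacking PAFAH2 protein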
GSTO1 inh = inhibitors of recombinant GSTO1, primary screen, counter-screen for RBBP9 inhibitor project, biochemical, fluorescence polarization | Glutathione S-transferase omega-1 (Homo sapiens), P78417 | activity-based probe fluorescence polarization | inhibition, % at 5.96 µM | 1.1% of 300,000 active | AID 1974, 2009;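 active = inhibition above the campaign mean inhibition plus 3 SD, cut at about 35% in these data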;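 note: 0% = GSTO1-1 with DMSO and 100% = wells lacking GSTO1-1 enzyme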
Target sequence (P78417 whole entry, looked up): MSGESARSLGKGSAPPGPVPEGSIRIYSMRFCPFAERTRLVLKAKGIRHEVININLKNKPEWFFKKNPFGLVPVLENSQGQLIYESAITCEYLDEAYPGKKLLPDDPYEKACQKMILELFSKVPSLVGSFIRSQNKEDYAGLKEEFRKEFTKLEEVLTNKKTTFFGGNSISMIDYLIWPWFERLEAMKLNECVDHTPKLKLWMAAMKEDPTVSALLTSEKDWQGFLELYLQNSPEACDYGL
PAD4 FP inh = human PAD4 inhibitors, primary screen, biochemical, fluorescence polarization, 1536-well format; 0.41% of 330,000 active; Protein-arginine deiminase type-4 (Homo sapiens), Q9UM07; inhibition, % at 6.36 µM; recombinant PAD4, RCA probe fluorescence polarization;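 active = percent inhibition above a cutoff equal to the mean of all tested compounds plus 3 SD, cut at about 15% in these data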;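 note: 0% = PAD4 with RCA probe and DMSO and 100% = probe without PAD4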
PREPL inhibitor = PREPL enzyme inhibitors, primary screen, biochemical, fluorescence polarization | Prolyl endopeptidase-like (Homo sapiens), Q4J6C6 | recombinant PREPL, fluorescence polarization activity-based probe | inhibition, % at 5.96 µM | 0.68% of 320,000 active; in the data active = inhibition above about 43%;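 note: 0% = enzyme with DMSO and 100% = wells lacking enzyme; many of its hits are not listed in these tables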
LYPLA1 counter = LYPLA1 inhibitors, primary screen, counter-screen for PME1 inhibitor project, biochemical, fluorescence polarization, FP-Rh probe ABPP; 0.16% of 320,000 active; recombinant LYPLA1; inhibition, % at 5.9 µM; AID 2174, 2009;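 active = inhibition above the mean of all tested compounds plus 3 SD, set per campaign, cut at about 14% in these data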;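 note: inhibitors block serine hydrolase probe labeling of LYPLA1 so polarization falls; 0% = enzyme with DMSO and 100% = wells lacking LYPLA1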
An asterisk follows results filed as active; / = no result given.

Structure	ZTA DNA inh	PAFAH1B3 FP inh	LYPLA2 inh	EBNA-1 inhibitor	PAFAH2 FP inh	GSTO1 inh	PAD4 FP inh	PREPL inhibitor	LYPLA1 counter
C/C(=C\C(=O)c1ccc(Cl)cc1)NCc1ccc2c(c1)OCO2	-23	8	3	-3	-6	0	-4	4	0
COc1ccc(-c2csc(NC(C)c3nc4cc(Cl)c(N5CCCCC5)cc4n3CCCO)n2)cc1 (configuration not stated)	14	4	-10	-12	-1	5	-2	16	-9
O=C(Cc1ccc(Cl)cc1)N1CCc2ccccc2C1	-6	0	10	7	0	7	7	-8	2
O=C(O)c1nccnc1C(=O)Nc1ccccc1-c1ccccc1	-3	6	-1	-6	-4	2	1	-15	0
Cc1cccc(C(=O)CC(=O)c2cc(Cl)ccc2O)c1	-2	10	-4	3	4	3	-5	-16	-3
COc1ccc(OC)c(C(=O)N2CCC(n3nccc3NC(=O)CC(C)C)CC2)c1	1	8	0	-12	0	5	-1	18	-2
CCC12CN3CCN(CC(C3)/C1=N\NC(=O)Nc1ccccc1)C2	-21	5	2	-7	-1	-1	3	1	1
COc1ccc(NC(=O)c2ccc(C)cc2)cc1	-20	4	0	-1	-1	0	1	-13	0
COc1cc(/C=N/NC(=O)Cn2nc([N+](=O)[O-])cc2C)cc(Br)c1OCc1ccccc1	-6	-47	-76	-10	-53	4	-3	-4	-33
Cc1ccc(OCc2nc3ccccc3n2C)cc1	5	1	1	4	-1	2	-1	0	3
O=C(COc1ccccc1Cl)NC(=S)Nc1ccc(CN2CCOCC2)cc1	-3	2	-4	6	-5	-5	2	-1	-1
C[C@@H]1NC(=O)OC1c1ccco1 (some centres not stated)	-5	0	2	/	1	/	-3	-2	2
Cc1cc(C)c(C#N)c(SCC(O)COc2ccc(Br)cc2)n1 (configuration not stated)	0	3	-4	-8	-11	-4	7	15	-7
CC(C)(C)c1ccc(C(=O)NNC(=O)Cc2ccccc2)cc1	-6	-8	-1	-3	0	8	2	19	-3
O=C(Cc1cccc(NC(=O)C2CCN(C(=O)C3CCC3)CC2)c1)Nc1cccc(C(=O)N2CCCC2)c1	-8	-11	4	/	-1	/	-4	13	2
CCCCn1ccnc1C(=O)c1cc(S(=O)(=O)N2CCOCC2)ccc1C	4	0	4	9	3	-3	4	2	0
Cc1ccn2cc(CCNC(=O)C3CCCCC3)nc2c1	8	4	1	-1	1	4	-2	18	0
CCCN1C(=O)c2cc(C(=O)Nc3ccc(OC)cc3OC)ccc2C1Nc1ccc(OC)cc1OC (configuration not stated)	1	8	3	-5	4	2	-1	15	-1
O=C1CC(c2c[nH]c3ccccc23)C(=O)N1c1ccccc1 (configuration not stated)	-5	4	3	5	-7	0	2	3	0
CC1CCc2c(sc3ncn(CC(=O)N=Nc4c(O)[nH]c5ccccc45)c(=O)c23)C1 (configuration not stated)	5	-8	-5	2	-20	1	-4	-7	-3
CC(=O)c1cccc(CN2CCN(Cc3ccc(C)cc3)C(CCO)C2)c1 (configuration not stated)	-25	9	7	-4	0	-1	-4	5	2
Cc1cnc(NC(=O)c2ccc(F)c(S(=O)(=O)N3CCOCC3)c2)s1	6	4	0	/	-6	/	4	-2	4
CCN(CC)C(=O)C(=O)c1cccn1-c1cccc(Cl)c1C#N	-3	-1	4	0	-3	-2	2	16	0
Cc1cccc(Nc2nnc(SCC(=O)NCc3cccs3)s2)c1	2	9	0	-12	2	0	3	4	-2
Cc1ccc(-c2nc(CN3CCCC(C(=O)N4CCOCC4)C3)c(C)o2)cc1 (configuration not stated)	-7	5	-5	-12	3	0	-4	42	1
CC1(C)CC(=O)C/C(=N/Nc2nc3ccccc3s2)C1	-16	5	1	-3	9	2	-2	24	-1
O=C(CNC1CCCCCC1)Nc1ccc(S(=O)(=O)NC2CC2)cc1	-4	3	0	-2	-2	4	-1	-7	-2
C[C@@H]1COC(=O)[C@@H](CC(=O)OC(C)(C)C)C/C=C\C[C@H](CC(=O)N(CCO)Cc2ccccc2)C(=O)N1	/	6	/	/	-4	/	-3	-1	/
CC1(C)OC(=O)N2CCc3ccccc3C21C (configuration not stated)	5	6	-2	-3	8	-2	-2	0	0
CCOc1ccc(Oc2cc(NC(=O)c3ccco3)cc([N+](=O)[O-])c2)cc1	7	4	-15	-10	-36	1	-6	3	-17
Cc1ccc(S(=O)(=O)N2CCN(C(=O)C3CC(=O)N(c4ccc5c(c4)OCCO5)C3)CC2)cc1 (configuration not stated)	-13	1	4	/	-1	/	4	9	-1
CCOC(=O)C1CCN(Cc2cccc(Oc3ccc(Cl)cc3)c2)CC1	-12	11	18	-7	3	1	1	18	0
COc1cc(O)c(CCO)c2c1C(=O)C[C@@H](C)O2	13	6	2	-4	7	12	-1	1	2
Cc1nnc(NN)n(N)c1=O	-6	/	3	-2	/	37*	2	-8	0
O=C(COc1ncnc2ccccc12)c1ccc2c(c1)OCCO2	-3	3	17	-7	8	-4	-5	5	1
O=C(COC(=O)c1ccccc1O)Nc1ccc(N2CCOCC2)cc1	2	1	6	/	1	/	-7	24	1
COc1cc(NC(=O)CCC(=O)O)nc(OC)n1	0	8	2	6	-2	4	-2	0	1
CC(=O)Nc1ccc(S(=O)(=O)N2CCN(c3cc4c(cc3[N+](=O)[O-])n(C)c(=O)n4C)CC2)cc1	-4	6	9	7	-3	7	-1	11	-2
CCN(Cc1ccccc1)c1ccc(N=Nc2nn(C)c(C)c2[N+](=O)[O-])cc1	3	7	-1	-1	9	14	3	17	-3
CCOC(=O)C(C)Oc1cccc2c(=O)n(CC(=O)Nc3cccc(OC)c3)ccc12 (configuration not stated)	-8	-1	6	-4	-2	7	0	-9	-2
COc1ccc(Cl)cc1NC(=S)NNC(=O)C1(C)CC1(Cl)Cl (configuration not stated)	5	-1	0	5	22	6	-3	-3	-4
COc1ccc(N2CC(C(=O)Nc3nc(-c4ccccc4)c(C(C)=O)s3)CC2=O)c(OC)c1 (configuration not stated)	-4	-4	-5	-9	0	-6	7	19	-1
Cc1cc(/C=C(/C#N)C(=O)Nc2ccccc2)c(C)n1-c1cccnc1	-8	6	10	0	-3	1	-2	-7	2
CCOC(=O)C(/C=C(\C#N)C(=O)OCC)=C(/N)N1CCN(c2c(C)cccc2C)CC1	0	10	5	14	6	-2	0	18	2
CC(C)OCCCNC(=O)CN1CCN(Cc2ccc(Cl)cc2)C1=O	0	-3	-5	-7	2	-2	2	0	-2
COc1cc2c(cc1OC)CN(C1CC(=O)N(c3c(C)cccc3C)C1=O)CC2 (configuration not stated)	-9	1	5	-18	0	-3	2	3	0
CCOC(=O)COc1coc(CN2CCN(c3cccc(Cl)c3)CC2)cc1=O	-6	5	4	-9	1	1	0	11	4
CCCN1CCN(C(=O)c2cn(CC(C)C)c(=O)c3cc(OC)c(OC)cc23)CC1	-6	-5	0	-14	-6	4	-4	11	-2
O=[N+]([O-])c1ccc(C(O)CN=Cc2ccc(O)cc2O)cc1 (configuration not stated)	-3	2	-2	-2	1	5	0	49*	-8
CCNC(=O)c1c(NC(=O)C2COc3ccccc3O2)sc2c1CCCC2 (configuration not stated)	-3	-6	2	3	-2	-3	8	1	-1
Cc1cccc(NC(=O)C(C)Oc2ccccc2C)n1 (configuration not stated)	-5	5	8	2	3	2	3	-4	8
Cc1ccccc1NC(=S)NC(C)CCc1ccccc1 (configuration not stated)	-12	8	2	1	-3	4	1	0	3
Cc1cccc(N(C(=O)c2cnc3n(c2=O)CCS3)C2CCCCC2)c1	-23	5	-3	1	6	4	2	-1	-4
COc1ccc(N2C(=O)CC(SCC(=O)O)C2=O)cc1 (configuration not stated)	-2	7	0	15	-2	4	0	3	-6
Cc1nc2ccccc2cc1C(=O)O	-2	7	4	-9	-1	2	0	0	3
Cn1cccc1C(C(=O)NC1CCCCC1)N(C(=O)Cc1cccs1)C1CC1 (configuration not stated)	14	5	6	9	-3	10	5	-1	-2
CC(=O)Nc1cccc(NC(=O)c2csc(C)c2)c1	-4	3	1	15	1	7	-1	9	-3
C=C(C)c1cccc(C(C)(C)NC(=O)N2CCN(c3ncccn3)CC2)c1	-4	6	-5	4	-3	-1	-1	3	2
CN1C(=O)C(C)(C)c2cc(S(=O)(=O)N3CCN(c4cccc(Cl)c4)CC3)ccc21	3	8	1	12	7	2	-4	-79	1
O=[N+]([O-])c1cccc(S(=O)(=O)NCC2CCCO2)c1 (configuration not stated)	0	-3	8	-10	-2	-3	-6	14	7
COc1ccc(CNC(=O)CN(C(=O)Cn2nnc(-c3ccccc3F)n2)c2ccc(C)cc2)cc1	8	1	-4	11	2	-2	-1	-31	0
COC(=O)c1ccc(/C=C(\C#N)C(=O)NC(C)c2ccccc2)cc1 (configuration not stated)	-24	1	4	7	-6	3	1	9	-2

Structures above shown as hits in PREPL inhibitor:
Compound,PAFAH1B3 FP inh,EBNA-1 inhibitor,PAFAH2 FP inh,PAD4 FP inh,PREPL inhibitor
O=[N+]([O-])c1ccc(C(O)CN=Cc2ccc(O)cc2O)cc1 (configuration not stated),2,-2,1,0,49*

Screens from PubChem BioAssay.

This is a subset; count on the stated rates, not on these rows.
